D1 antag: Antagonist of Human D 1 Dopamine Receptor: qHTS | HEK293 TREx D1 cells, calcium flux, dopamine EC80; stronger effect = lower value | activity change, negative = inhibition, % at 10 µM | 3.2% of 360,000 active | AID 504652, 2011; in the data active means activity change below about -30%; further: on the % scale 0 is the no-effect control and ±100 the full control effect
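HEK293 T-REx cells expressing inducible, force-coupled D1 receptor; no-wash Ca dye, 30–90 min RT. Cmpd → 180 s read at 1 Hz → EC80 DA → 180 s read.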
RXFP1 ag: qHTS Assay for Agonists of the Relaxin Receptor RXFP1; Relaxin receptor 1 (Homo sapiens), Q9HBX9; HEK293T-RXFP1 cAMP TR-FRET, 30 min; response scale: percent of porcine relaxin response, buffer zero; Potency, µM (doses to about 57.5 µM), for the others: at the top dose activation, hits mostly activators; 0.3% of 370,000 active; further: potency means the concentration at half of the fitted maximal effect; on the % scale 0 is the no-effect control and ±100 the full control effect; nearly all actives have a fitted effect of over 60% in size; many of its hits are not listed in these tables
Target sequence (Q9HBX9 whole entry, looked up): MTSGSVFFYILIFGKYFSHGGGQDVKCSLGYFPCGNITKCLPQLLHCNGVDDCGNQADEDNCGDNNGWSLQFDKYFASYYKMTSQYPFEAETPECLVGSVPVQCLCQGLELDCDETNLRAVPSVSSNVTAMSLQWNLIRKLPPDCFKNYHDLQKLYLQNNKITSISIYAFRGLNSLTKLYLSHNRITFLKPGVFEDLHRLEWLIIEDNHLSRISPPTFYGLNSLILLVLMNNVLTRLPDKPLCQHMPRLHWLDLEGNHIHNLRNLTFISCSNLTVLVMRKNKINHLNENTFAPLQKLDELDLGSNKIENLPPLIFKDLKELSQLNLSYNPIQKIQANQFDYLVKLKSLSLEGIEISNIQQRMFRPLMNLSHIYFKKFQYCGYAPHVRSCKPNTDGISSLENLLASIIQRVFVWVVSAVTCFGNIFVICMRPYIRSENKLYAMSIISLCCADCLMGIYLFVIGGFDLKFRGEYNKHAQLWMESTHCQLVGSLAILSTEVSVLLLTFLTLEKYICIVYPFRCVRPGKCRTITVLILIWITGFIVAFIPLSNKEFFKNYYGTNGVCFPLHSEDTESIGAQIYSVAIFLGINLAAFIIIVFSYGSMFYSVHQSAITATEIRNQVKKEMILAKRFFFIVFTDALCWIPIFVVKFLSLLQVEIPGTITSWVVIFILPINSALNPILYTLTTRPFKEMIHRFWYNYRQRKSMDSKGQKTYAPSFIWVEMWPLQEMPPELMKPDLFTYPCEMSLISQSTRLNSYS
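cAMP rise read by TR-FRET after 30 min, 37C compound exposure (up to 58 uM) in RXFP1-transfected HEK293 cells with Ro 20174 present. EC50 from Hill-equation fits, with 29 nM porcine relaxin as 100% and buffer as basal.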
LDHA block: qHTS assay for inhibitors of human lactate dehydrogenase; purified LDHA, NADH/diaphorase-resazurin fluorescence; stronger effect = lower value; activity change, % (values are at about 110 or 230 µM); 0.15% of 480,000 active; AID 1347041, 2019; in the data active means activity change below about -30%; inconclusive means mostly about -25% to -30%;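 further: plate controls were DMSO wells for no effect and wells without enzyme for full effect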
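Resorufin fluorescence (ex540/em590), read at 0 and 20 min after diaphorase/resazurin addition, reports the NADH left after a 5 min room-temperature reaction of 2 nM human LDH5 with 0.06 mM NADH and 0.2 mM pyruvate.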
Vif-APOBEC3G blk: qHTS for Inhibitors of Vif-A3G Interactions: qHTS; Potency, µM (series often up to 46.1 µM), for inactives: at the highest dose activity, negative = active, hits mostly inhibitors; AID 602310, 2012; 0.076% of 410,000 active; HeLa A3G-eYFP + Vif (tagged APOBEC3G with the HIV-1 protein that degrades it), YFP fluorescence, overnight;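 further: potency means the concentration at half of the fitted maximal effect; on the % scale 0 is the no-effect control and ±100 the full control effect; nearly all actives have a fitted effect of over 60% in size; hits raise eYFP signal because A3G escapes Vif-driven loss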
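Read-out is eYFP fluorescence (Ex 488/Em 500-530) from Vif-expressing HeLa A3G-eYFP cells; more signal means A3G escaped Vif-mediated degradation. Cells plated overnight, compound pinned in, incubated overnight at 37 deg C.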
Vif-A3F inh: qHTS for Inhibitors of Vif-A3F Interactions: qHTS; HeLa A3F-eYFP + Vif (tagged APOBEC3F with the HIV-1 protein that degrades it), YFP fluorescence increase; Potency, µM (series often up to 46.1 µM), inactives show top-dose activity, negative = active; 0.2% of 390,000 active; further: potency means the concentration at half of the fitted maximal effect; % of control where 0% means no effect; nearly all actives have a fitted effect of over 65% in size
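HeLa cells stably expressing Vif plus C-terminally eYFP-tagged A3F were seeded, incubated overnight at 37 deg C, dosed with compound, incubated overnight again at 37 deg C. Yellow fluorescence (Ex 488/Em 500-530) reported blocked Vif-mediated A3F-eYFP degradation.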
D1 agonist: Allosteric Agonists of the Human D1 Dopamine Receptor: qHTS | HEK293 T-REx D1 cells, calcium flux, agonist mode | AID 504660, 2011 | activation, % at 2 µM | D(1A) dopamine receptor (Homo sapiens), P21728 | 1% of 360,000 active; in the data active means activation above about 30%; further: 0% is about no effect
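Agonism was scored from calcium flux recorded over 180 s (1 read/s) after pintool compound addition, following a 10-cycle baseline. Cells were inducible force-coupled HEK293 TREx D1, plated overnight at 30 C and loaded with no-wash calcium dye.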
D1 PAM: Potentiators of Human D1 Dopamine Receptor: qHTS; potentiation, % at 10 µM; HEK293 TREx D1 cells, calcium flux, dopamine EC20 potentiation; D(1A) dopamine receptor (Homo sapiens), P21728; 0.036% of 360,000 active; in the data active means potentiation above about 30%; further: 0% is about no effect
D2 potentiator: HTS Assay for Positive Allosteric Modulators of the Human D2 Dopamine Receptor: Primary Screen for Potentiators; D(2) dopamine receptor (Homo sapiens), P14416; potentiation, % at 10 µM; 0.34% of 340,000 active; HEK293 T-REx D2, calcium flux, EC20 dopamine potentiation;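 active means potentiation over 3 SD above the plate norm, cut at about 30% in these data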; further: 0% is about no effect
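Using a no-wash calcium dye in inducible, force-coupled HEK293 Trex cells expressing D2, we tracked fluorescence each second for 180 s after compound, then for 180 s after EC20 dopamine to detect augmented signalling.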
GRP78 ERSR act: qHTS for Inducers of the Endoplasmic Reticulum Stress Response (ERSR) in Human Glioma: qHTS. U87-MG GRP78 promoter luciferase reporter, 16 h. Potency, µM, for inactives: top-dose activation, most hits filed as activators. 0.02% of 420,000 active; further: potency means the concentration at half of the fitted maximal effect; series mostly up to about 76 µM; % of control where 0% means no effect; nearly all actives have a fitted effect of over 35% in size
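Stably transfected U87-MG glioma cells carrying a GRP78-based luciferase sensor; 16 h compound incubation. Luminescence end-point read 10 min after Bright-Glo addition at room temperature.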
* = called active by the depositor; ? = inconclusive; . = not tested or not shown; & = joins results of further samples. Unless noted, the call rests on the fitted dose curve; in most records, active means well fitted curve in the direction sought with a large enough effect; inconclusive means small, poorly fitted or top-dose-only effect, or another doubt; inactive means no such curve, though single readings can be large; an effect the other way counts as inactive or inconclusive.

Below each compound – D1 antag	RXFP1 ag	LDHA block	Vif-APOBEC3G blk	Vif-A3F inh	D1 agonist	D1 PAM	D2 potentiator	GRP78 ERSR act
> Cc1ccc(C(=O)N/C(=C\c2cccnc2)c2nc3ccccc3[nH]2)cc1
    -8	-1.2%	-2	2%	-13%	0	-6	-23	-4%
> O=C(OC(C(=O)NC1CCCCC1)c1ccccc1)c1ccco1 (configuration not stated)
    11	-0.1%	-1	1%	.	1	-3	4	-4%
> CC(C)CNS(=O)(=O)c1ccc(CCC(=O)O)cc1
    6	-0.9%	-6	0%	-7%	1	-7	10	2%
> CC(C)NC(=O)NC(=O)CN1c2cccc3cccc(c23)S1(=O)=O
    8	3.9%	8	-15%	-12%	1	-2	1	-1%
> COc1ccc(NC(=O)c2nc(S(C)(=O)=O)ncc2N(Cc2ccc(C)cc2)Cc2ccco2)cc1Cl
    -11	2.7%	-2	2%	-8%	2	-2	-10	-4%
> Cc1ccc(OCC(=O)Nn2cnnc2)c(Br)c1
    12	0.4%	-4	1%	1%	0	-7	25	-2%
> CC(C)CCNc1nnnc2c1sc1nc(N3CCOCC3)c3c(c12)CC(C)(C)SC3
    1	1.8%	7&-2	-5%	-1%	0	0	1	-3%
> C[C@H](NC(=O)N1CCn2c1nc1ccccc12)C(=O)NCc1ccccc1
    -1	1.9%	-2	1%	2%	2	4	1	-3%
> CCOc1ccc(C(=O)NCCCN(CC)CC)cc1
    11	-0.1%	-6	1%	0%	1	2	0	-3%
> CCN1C(=O)c2ccccc2S(=O)c2ccc(C(=O)NCc3ccc(C)cc3)cc21 (configuration not stated)
    -7	-0.7%	-3	-4%	4%	1	2	-21	-1%

In the list so far, two contain a halogen:
Below each compound – D1 antag	RXFP1 ag	LDHA block	Vif-APOBEC3G blk	Vif-A3F inh	D1 agonist	D1 PAM	D2 potentiator	GRP78 ERSR act
> COc1ccc(NC(=O)c2nc(S(C)(=O)=O)ncc2N(Cc2ccc(C)cc2)Cc2ccco2)cc1Cl
    -11	2.7%	-2	2%	-8%	2	-2	-10	-4%
> Cc1ccc(OCC(=O)Nn2cnnc2)c(Br)c1
    12	0.4%	-4	1%	1%	0	-7	25	-2%

Later entries:
Below each compound – D1 antag	RXFP1 ag	LDHA block	Vif-APOBEC3G blk	Vif-A3F inh	D1 agonist	D1 PAM	D2 potentiator	GRP78 ERSR act
> C=COCCNC(=S)N1CCOCCOCCN(C(=S)NCCOC=C)CCOCCOCC1
    -5	0.4%	-1	-6%	3%	3	4	4	-5%
> C=CCNC(=O)N1C2=NC(C(=O)OC)=C(C(=O)OC)[C@@H]3N(Cc4ccccc4)c4ccccc4[C@]23C[C@H]1C(=O)OC
    .	.	2	1%	3%	.	.	.	-4%
> COc1ccc(C2C(=O)N(C3CCC(C)CC3)CC(=O)N2CCc2ccccc2)cc1OC (configuration not stated)
    -29	1.0%	-5	-6%	-13%	-4	0	-9	2%
> CCN(CC)S(=O)(=O)c1ccc(OCC(=O)NC(=O)c2ccccc2OC)c([N+](=O)[O-])c1
    4	2.9%	-3	0%	-11%	4	-5	-2	-2%
> Cc1cccc(NC2=Nc3ccccc3N3C2=Nc2c(c(C)nn2-c2ccccc2)C3c2ccc(O)c(O)c2)c1 (configuration not stated)
    11	2.1%	-12	-2%	-2%	11	4	9	-16%
> CN(CC(=O)Nc1ccc(Cl)cc1F)C1CCS(=O)(=O)C1 (configuration not stated)
    -5	0.7%	-5	-6%	?	2	6	10	-5%
> CC(C)CN(C(=O)CN1CCN(c2ccc(O)cc2)CC1)c1c(N)n(CC(C)C)c(=O)[nH]c1=O
    7	-0.3%	29	-3%	-7%	5	-6	-3	2%
> CCS(=O)(=O)c1ccc2oc(Nc3ccc(C(C)(C)C)cc3)nc2c1
    -4	0.4%	1	-5%	1%	2	-4	2	-5%
> Cc1ccc(-c2nc(S(=O)(=O)c3ccc(C)cc3)c(N(C)C)o2)cc1
    4	1.9%	-3	-1%	6%	3	-4	-6	-4%
> N#CCC(=O)Nc1ccc(C(=O)OCC(=O)Nc2cccc(C(F)(F)F)c2)cc1
    -15	1.5%	2	-2%	-8%	4	-7	1	-3%
> COc1cc(NC(=O)Cn2cnc3sc(C)c(S(=O)(=O)N4CCOCC4)c3c2=O)cc(OC)c1OC
    10	0.5%	-5	3%	-16%	9	.	5	-4%
> CCN1CCN(c2ncc3c(n2)CCN(Cc2ccccc2C)C3)CC1
    10	-0.6%	0	-4%	1%	3	0	3	-2%
> Cc1cccc(Nc2nc3c(S(=O)(=O)c4ccc(Br)cc4)nnn3c3ccsc23)c1C
    -7	15%	-6	7%	-6%	2	-3	5	-4%
> O=C(NC(=S)Nc1cccc(Cl)c1Cl)C1CC1
    3	0.0%	0	1%	-17%	1	-2	-1	4%
> Cc1cccc(N2CCN(S(=O)(=O)c3c(C)[nH]c(=O)[nH]c3=O)CC2)c1C
    6&2	1.2%&-0.3%	-2&2	1%&-1%	-1%&-6%	0&0	-3&-3	12&13	-2%&-4%
> C=CCc1ccccc1OCC(O)CN(CC)CC (configuration not stated)
    10	-0.3%	-3	0%	-4%	4	-6	-4	-2%
> OCCN(CCO)c1ncnc2c1sc1nc(N3CCOCC3)c3c(c12)CCCC3
    9	6.4%	15	-1%	-1%	3	4	.	-3%
> Cc1cc(F)ccc1NS(=O)(=O)c1c(C)nc2scc(C)n2c1=O
    -20&8	-0.7%&-1.7%	-11&7	0%&1%	-25%&1%	2&12	11&1	-4&23	-2%&-2%
> COc1ccc(OC)c(CN2CCC(CO)(CCOc3ccccc3)CC2)c1
    1	1.6%	-2	-4%	-8%	9	-6	-10	-2%
> O=C(OC(C(=O)NC1CCCCC1)c1ccccn1)c1cccs1 (configuration not stated)
    22	-2.6%	-7	2%	.	3	-4	0	-3%
> O=C(CCSCc1ccccc1F)NCc1ccc(F)cc1
    3	2.9%	-1	-2%	-10%	3	10	6	-1%
> Cc1ccc(S(=O)(=O)N2CCN(Cc3ccccn3)CC2)cc1
    -16	-1.8%	-15	-1%	0%	1	-2	3	-6%
> CCOC(=O)c1nnn(CC(=O)N2N=C(c3cc(C)ccc3C)CC2c2ccc(OC)cc2)c1C(=O)OCC (configuration not stated)
    15	0.4%	-3	-11%	3%	9	6	-7	1%
> O=c1c(O[C@@H]2O[C@H](CO)[C@@H](O)[C@H](O)[C@H]2O)c(-c2ccc(O)c(O)c2)oc2cc(O)cc(O)c12
    17	-1.0%	.	.	.	1	-1	-3	.
> Cc1ccc(C(=O)Nc2c(C(=O)NC(C)(C)C)oc3ccccc23)cc1
    31	-0.5%	0	-1%	-1%	8	-9	1	2%
> O=C(COC(=O)c1c(F)cccc1F)NCCNC(=O)COC(=O)c1c(F)cccc1F
    0	1.6%	-5	0%	14%	3	0	-3	3%
> COc1ccc(CCNC(=O)C(=O)NCC2CCCN2S(=O)(=O)c2ccccc2)cc1 (configuration not stated)
    4	-1.3%	-13	-8%	0%	16	-4	-5	-4%
> Cc1ccc(-c2cc(N)n(-c3ccccc3)n2)cc1
    -2	-1.2%	0	-1%	.	1	3	-5	4%
> CN(C(=O)c1cccc(NC(=O)Cc2cccc(NC(=O)C3CCCN(C(=O)CCc4ccccc4)C3)c2)c1)C1CCC1 (configuration not stated)
    .	.	-2	0%	3%	.	.	.	-4%
> COc1ccc(OCC(=O)NNC(=O)CCc2ccccc2)cc1
    7	11%	-10	3%	-11%	1	5	2	-3%
> COc1cc(Cl)c(CNC[C@H]2O[C@@H](n3cnc4c(N)ncnc43)[C@H](O)[C@@H]2O)c(Cl)c1O
    .	.	7	-4%	11%	.	.	.	-1%
> CC[C@]12c3[nH]c4cc(-c5ccco5)ccc4c3CCN1C(=O)[C@@H](CC(=O)NCc1cccc(C(F)(F)F)c1)C[C@@H]2C(=O)N1CCN(C(=O)c2ccco2)CC1
    .	.	-2	-11%	5%	.	.	.	-1%
> Cc1ccc(NC(=O)COC(=O)CCC2CCCC2)cc1S(=O)(=O)N1CCOCC1
    .	.	-3	0%	-3%	.	.	.	-6%
> Cc1ccc(-c2nnc3ccc(SCC(=O)Nc4cc(C)on4)nn23)cc1
    -22	5.9%	-3	0%	-1%	-1	-8	9	-3%
> O=C(c1ccc2nc(N3CCCCC3)sc2c1)N1CCN(Cc2ccc3c(c2)OCO3)CC1
    -19	1.1%	0	5%	-4%	0	-2	-8	0%
> Cc1ncoc1C(=O)Nc1nccs1
    2	2.0%	3	-2%	-4%	7	0	7	-2%
> Cc1ccc(CCNC(=O)Cn2ncc3c([nH]c4ccccc43)c2=O)cc1
    -3&0	2.6%&2.2%	-3&-11	-11%&0%	4%&2%	1&-1	1&6	-3&-10	2%&-4%
> NC(=O)C1CCN(C(=O)COc2ccc3ccccc3c2Br)CC1
    -64*	4.8%	-11	-4%	-3%	3	-7	-11	-2%

Screening results from PubChem.

A portion of the library; rates above refer to the full screens.
